Source: PubChem BioAssay (several laboratories)
TRPC4 block = inhibitors of mouse TRPC4 channel | Q9QUQ5 | HEK293 TRPC4beta/mu-opioid, DAMGO-evoked Fluo4 calcium flux; hits give low values | B-score at 10 µM | 300,000 tested, 0.39% active;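 active means B-score over 3 SD under the library average, no early fluorescence shift, positive overall ratio signal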
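test system = HEK293 cells with stable TRPC4beta plus mu-opioid receptor expression | detection = Fluo4 Ca2+ flux fluorescence | read-out = integrated fluorescence ratio relative to baseline, converted to per-well B score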
KCNK9 block = human KCNK9 channel inhibition; HEK293 KCNK9, FluxOR thallium flux fluorescence; hits give low values; B-score at 10 µM; 310,000 tested, 1.2% active; AID 488922;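 active means ratio B-score over 3 SD below the library mean, with starting fluorescence within 5 SD of its mean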;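 further: negative B-score means less thallium flux so channel inhibition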
DYRK1A inh = Dyrk1A (rat) kinase inhibition. Q63470. ADP-Glo luminescence, NFATc1 peptide. inhibition, % at 12.5 µM. 310,000 tested, 0.43% active. AID 504441; in the data active means inhibition above about 50%;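 further: plate controls were vehicle with enzyme for no effect and no enzyme for full effect; many of its hits are not listed in these tables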
KCNK3 inh = human KCNK3 channel inhibition, primary screen; O14649; CHO-KCNK3 thallium flux, FluxOR fluorescence; hits give low values; B-score at 10 µM; 340,000 tested, 0.84% active; AID 602410;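 active means B-score under library mean minus 4 SD, starting fluorescence ratio at most library mean plus 5 SD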;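 further: more negative B-score means stronger inhibition of thallium flux through KCNK3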
KCNQ1 block = human KCNQ1 channel inhibition | AID 2642 | 310,000 tested, 1.3% active | CHO-K1 KCNQ1, FluxOR thallium flux fluorescence; hits give high values | B-score at 10 µM;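 active means compounds whose thallium flux B-score, printed positive for inhibition, exceeds three library SD while starting fluorescence stays within three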;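 further: channel opened by potassium depolarization with thallium stimulus after 20 min compound exposure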
TRPC4 act = activators of mouse TRPC4 channel; 310,000 tested, 0.49% active; B-score at 10 µM; Q9QUQ5; HEK293 TRPC4beta/mu-opioid, Fluo4 calcium fluorescence; hits give high values;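 active means B-score above 5 SD of library B-scores, and initial fluorescence ratio not above library mean plus 5 SD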;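 further: positive B-score marks a calcium rise read as TRPC4 activation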
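Material: HEK293 stable line with TRPC4beta plus mu-opioid receptor; technique: Fluo4 calcium-sensitive dye fluorescence, kinetic, 1 Hz baseline; timing: Fluo4 dye loading 45 min at room temperature, 110 s recording; controls: assay buffer as low control, maximal DAMGO as high control; read-out: integrated baseline-normalised fluorescence ratio, converted to per-well B score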
hERG protect = hERG (human) protection from proarrhythmic block; 310,000 tested, 0.51% active; CHO-hERG, FluxOR thallium flux, dofetilide IC70 present; activation (rescue from dofetilide block), less the hit threshold, % at 10 µM; Q12809;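 active means activation above the mean of controls blocked by dofetilide plus 5 SD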;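 further: thallium influx through hERG after potassium depolarization seen as dye fluorescence rise; in these data hits start at about 4.7%; inactives centre near -7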
Target sequence (Q12809 whole entry, looked up): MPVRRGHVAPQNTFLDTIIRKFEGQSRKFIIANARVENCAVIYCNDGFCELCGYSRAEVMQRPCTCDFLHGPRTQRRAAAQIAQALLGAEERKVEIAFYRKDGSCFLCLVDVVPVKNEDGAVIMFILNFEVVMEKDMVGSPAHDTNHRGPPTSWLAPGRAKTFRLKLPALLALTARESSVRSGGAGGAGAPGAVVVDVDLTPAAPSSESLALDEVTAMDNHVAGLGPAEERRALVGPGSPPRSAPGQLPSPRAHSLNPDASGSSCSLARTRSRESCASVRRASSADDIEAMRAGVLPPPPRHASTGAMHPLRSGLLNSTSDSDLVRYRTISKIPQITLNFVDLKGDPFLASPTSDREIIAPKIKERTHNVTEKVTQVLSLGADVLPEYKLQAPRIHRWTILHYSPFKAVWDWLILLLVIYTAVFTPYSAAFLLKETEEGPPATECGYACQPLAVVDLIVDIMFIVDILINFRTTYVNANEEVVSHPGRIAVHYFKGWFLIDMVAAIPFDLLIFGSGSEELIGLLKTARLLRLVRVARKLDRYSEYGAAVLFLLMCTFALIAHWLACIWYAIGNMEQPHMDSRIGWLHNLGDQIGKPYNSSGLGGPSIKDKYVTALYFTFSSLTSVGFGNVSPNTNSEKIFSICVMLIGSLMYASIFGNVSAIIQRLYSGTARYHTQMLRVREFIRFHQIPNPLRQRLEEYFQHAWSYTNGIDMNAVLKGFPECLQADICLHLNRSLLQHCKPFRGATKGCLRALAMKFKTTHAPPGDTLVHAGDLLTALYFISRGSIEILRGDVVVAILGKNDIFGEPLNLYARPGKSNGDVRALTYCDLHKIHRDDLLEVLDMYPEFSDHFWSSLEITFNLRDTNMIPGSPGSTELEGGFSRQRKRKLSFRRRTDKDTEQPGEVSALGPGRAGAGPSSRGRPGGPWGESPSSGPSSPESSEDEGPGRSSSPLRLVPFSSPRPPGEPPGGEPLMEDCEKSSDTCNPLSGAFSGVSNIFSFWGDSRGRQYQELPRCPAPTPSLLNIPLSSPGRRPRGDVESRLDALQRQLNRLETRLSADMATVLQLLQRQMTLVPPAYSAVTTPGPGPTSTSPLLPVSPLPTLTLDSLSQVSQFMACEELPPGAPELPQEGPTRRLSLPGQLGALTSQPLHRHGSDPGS
TRPC4 PAM = allosterically enhances the mouse TRPC4 cation channel; Q9QUQ5; HEK293 TRPC4beta/mu-opioid, DAMGO EC20, Fluo-4 Ca2+ flux; hits give high values; B-score at 10 µM; 310,000 tested, 0.42% active; AID 2227;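 active means B-score of calcium response area above 5 SD of library B-scores, with initial fluorescence ratio within 5 SD of library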;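 further: B-score of integrated fluorescence ratio over time as area under calcium response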
PolyA inh = inhibitors of polyadenylation in S. cerevisiae; 300,000 tested, 0.02% active; AID 1875; calls only at 12 µM; S. cerevisiae SKY197-pL101 polyadenylation reporter, beta-gal luminescence; efflux-impaired pdr1/pdr3 knockout yeast; score 100 = 6 SD above DMSO;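 active means lowest replicate activity score at least 50, where 100 means six control SD above control mean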;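 further: yeast exposed to compound for 9 h at 30 °C; higher score means more reporter readthrough which indicates perturbed polyadenylation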
Platelet DG rel = modulates dense granule release in human platelets; 300,000 tested, 0.22% active; human platelet-rich plasma, SFLLRN dense granule ATP release, luminescence; inhibition, %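 (compounds screened at 7.5 µM in platelet-rich plasma)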; AID 1663;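 active means mean replicate score, as percent of positive control, at or above 50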
KCNQ1 act = potentiators or activators of human KCNQ1 potassium channel; P51787; CHO-K1 KCNQ1, thallium flux FluxOR fluorescence; hits give high values; B-score at 10 µM; 310,000 tested, 0.35% active;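 active means fluorescence ratio B-score, a plate-corrected score, at least three library SD, with initial intensity B-score within 5 SD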
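assay system = CHO-K1 cells stably expressing KCNQ1 | medium = assay buffer, equal DMSO in all wells | timing = 37 °C overnight plating, 90-min dark dye load, 20-min compound pretreatment | measured by = kinetic FluxOR thallium fluorescence, 10-s 1-Hz baseline, 110-s post-stimulus read | measure = fluorescence change relative to baseline, converted to B score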
The depositor's hits bear a star; i = inactive; x = no result given. Not all compounds are listed, so the mix of outcomes need not match the whole.

SMILES	TRPC4 block	KCNK9 block	DYRK1A inh	KCNK3 inh	KCNQ1 block	TRPC4 act	hERG protect	TRPC4 PAM	PolyA inh	Platelet DG rel	KCNQ1 act
COC(=O)c1cc(S(=O)(=O)NCC(C)c2ccccc2)cn1C (stereo unspecified)	i	i	-2	i	i	i	-4	i	i	-6	i
CCc1ccc(C(O)(C(C)C)C(CN2CCOCC2)c2ccccc2)cc1 (stereo unspecified)	i	i	-3	i	6*	i	-5	i	i	-2	i
FC(F)(F)c1ccccc1NC(=S)NN=C1CCCCCC1	i	i	x	x	i	i	-4	i	i	-3	i
ClCCN1C2=NCCCN2c2ccccc21	i	i	2	i	i	i	-13	i	i	-4	i
C=CCn1cc(Cl)cc(C(=O)Nc2ccccc2)c1=O	i	i	0	i	i	i	-5	i	i	0	i
CCCCn1c(N)c(N(CCOC)C(=O)COC(=O)COc2c(C)cc(C)cc2C)c(=O)[nH]c1=O	i	i	3	i	i	i	-14	i	i	-1	i
Cc1ccccc1NC(=O)c1ccc(S(=O)(=O)N2CCCC2)cc1	i	i	-5	i	i	i	-7	i	i	2	i
Cc1cccc(OCC(=O)Nc2ccccc2C(F)(F)F)c1	i	i	-2	i	i	i	-10	i	i	-2	i
O=C(Nc1cccc(F)c1)NC1CCCc2ccccc21 (stereo unspecified)	i	i	2	i	i	i	-6	i	i	-3	i
CC1COc2ccccc2N1C(=O)c1cccnc1Cl (stereo unspecified)	i	i	-6	i	i	i	-17	i	i	-5	i
CC1=CC(C)(C)Nc2ccc(OC(=O)CN3C(=O)c4ccccc4C3=O)cc21	i	i	-3	i	i	i	-6	i	i	-1	i
Cc1ccccc1-c1nc(CN2CCC(C(=O)N3CCC(C(N)=O)CC3)CC2)c(C)o1	i	i	2	i	i	i	-6	i	i	0	i
O=C(COc1ccc(Br)cc1)Nc1ccc2c(c1)C(=O)NC2=O	i	i	-31	i	i	i	-5	i	i	10	i
CCOC(=O)CSc1nnc2c(n1)C1(C)CCC2C1(C)C (stereo unspecified)	i	i	-1	i	i	i	-9	i	i	-2	i
CCN(CC)c1ccc(/C=N/NC(=S)NCc2ccccc2)c(O)c1	i	i	4	i	i	i	-11	i	i	2	i
CN(C)c1ccccc1C(=O)c1ccccc1N(C)C	i	i	2	i	i	i	-18	i	i	-4	i
COC(=O)c1sc(N2CCCCC2)c(C#N)c1N	i	i	x	i	i	i	-6	i	i	3	i
O=C(O)CSc1c2c(nc3cc(C(=O)NCCN4CCOCC4)ccc13)CCC2	i	i	x	x	i	i	-12	i	i	5	i
O=C1C2CCCN2C(=O)N1CCCCN1CCN(c2cccc(Cl)c2)CC1 (stereo unspecified)	i	i	-1	i	i	i	-9	i	i	5	i
CC(Sc1ccc(Cl)cc1)C(=O)Nc1ccc(S(=O)(=O)N2CCOCC2)cc1 (stereo unspecified)	i	i	-3	i	i	i	-6	i	i	-3	i
CCOC(=O)N1CCN(C(=O)CN2C(=O)COc3ccc(S(=O)(=O)N4CCOCC4)cc32)CC1	i	i	x	i	i	i	-5	i	i	1	i
Cc1scc(C(=O)N2CCN(S(C)(=O)=O)CC2)c1-c1ccccc1	i	i	-1	i	i	i	-8	i	i	7	i
CC(C)(C)NC(=O)Cn1nnnc1-c1nonc1N	i	i	1	i	i	i	-2	i	i	-1	i
CN(C(=O)C1CCCO1)C1CCS(=O)(=O)C1 (stereo unspecified)	i	i	-8	i	i	i	-14	i	i	x	i
CCOc1ccc(Nc2nc(NCC3CCCO3)c3ccccc3n2)cc1 (stereo unspecified)	-5*	i	-2	i	11*	i	-30	i	i	5	i

Copied from the list.
`COC(=O)c1cc(S(=O)(=O)NCC(C)c2ccccc2)cn1C` (stereo unspecified) in DYRK1A inh is listed with -2
`Cc1scc(C(=O)N2CCN(S(C)(=O)=O)CC2)c1-c1ccccc1` in Platelet DG rel is listed with 7
`CC(Sc1ccc(Cl)cc1)C(=O)Nc1ccc(S(=O)(=O)N2CCOCC2)cc1` (stereo unspecified) in Platelet DG rel is listed with -3

(cont.)
SMILES	TRPC4 block	KCNK9 block	DYRK1A inh	KCNK3 inh	KCNQ1 block	TRPC4 act	hERG protect	TRPC4 PAM	PolyA inh	Platelet DG rel	KCNQ1 act
Cc1cc(C)c2c(CN3CCC(C)CC3)cc(=O)oc2c1C	i	i	0	-12*	i	i	-4	i	i	-3	i
O=C(CC1C(=O)N(c2ccc(F)cc2)C(=O)N1Cc1ccccn1)Nc1ccccc1 (stereo unspecified)	i	i	-3	i	i	i	-13	i	i	11	i
COC(=O)C1CN(C(=O)c2cccc(OC(F)F)c2)c2ccccc2O1 (stereo unspecified)	i	i	1	i	i	i	-4	i	i	-9	i
CCCCCCS(=O)[C@H]1CS(=O)(=O)C[C@@H]1S(=O)CCCCCC (stereo partly specified)	i	i	-2	i	i	i	2	i	i	1	i
CC(C)CCNc1nc2c(cc1C#N)COC(C)(C)C2	i	i	-32	i	i	i	-3	i	i	10	i
COc1ccc(CCNC(=O)CCn2c(=O)c3cccn3c3ccc(F)cc32)c(OC)c1OC	i	i	-1	i	i	i	-12	i	i	8	i
NS(=O)(=O)c1ccc(F)c(C(=O)O)c1	i	i	7	i	i	i	-8	i	i	-2	i
COc1ccc(N2CCN(C(=O)c3[nH]c4ccc(OC)cc4c3C)CC2)cc1	i	i	0	i	i	i	-3	i	i	-5	i
CCCC(C)C(=O)Nc1ccc(S(=O)(=O)N2CCCC2)cc1 (stereo unspecified)	i	i	12	i	i	i	3	i	i	-4	i
CC(C)CNC(=O)c1ccccc1NC(=O)c1ccccc1N(C)S(=O)(=O)c1ccccc1	i	i	-6	i	i	i	-17	i	i	0	i
COc1ccc(N(CC(=O)NCc2ccco2)S(C)(=O)=O)cc1Cl	i	i	-1	i	i	i	-8	i	i	4	i
C1CCC(Nc2nnnn2C2CCCCC2)CC1	i	i	-2	i	i	i	-7	i	i	-44	i
CCOC(=O)N1CCC(Nc2c([N+](=O)[O-])cc(C(=O)O)cc2[N+](=O)[O-])CC1	i	i	2	i	i	i	-5	i	i	0	i
O=C(c1ccccc1)N1CCN(S(=O)(=O)N2CCCCC2)CC1	i	i	0	i	i	i	-5	i	i	0	i
CC(NC(=O)C(Cc1ccccc1)NC(=O)c1ccccc1)C(=O)O (stereo unspecified)	i	i	0	i	i	i	-3	i	i	-2	i
O=C(NCCOc1ccc(Cl)cc1)c1ccc2ccccc2n1	i	i	3	i	i	i	-10	i	i	-8	i
COc1c(O)ccc2cnn(-c3ccccc3C)c(=O)c12	i	i	0	i	i	i	-4	i	i	-2	i
Cc1ccc(-c2nc(CS(=O)CC(=O)NCc3ccccc3)c(C)o2)cc1 (stereo unspecified)	i	i	8	i	i	i	-13	i	i	-2	i
CCOC(=O)[C@@H]1[C@H]2COc3ccccc3[C@H]2N2C(=O)N(c3ccc(OC)cc3)C(=O)[C@]12C	i	i	4	i	i	i	-6	i	i	0	i
CCOC(=O)c1c(C)[nH]c(C)c1S(=O)(=O)N(C)CC(=O)NCc1ccc(F)cc1	i	i	7	i	i	i	-5	i	i	0	i
Nn1c(SCC(=O)Nc2ccccc2Br)nnc1-c1ccco1	i	i	-4	i	i	i	0	i	i	11	i
CCCNc1c(NS(=O)(=O)c2cccc(C#N)c2)c(=O)oc2ccccc12	i	i	1	i	i	i	-1	i	i	-6	i
COCCCN(C(=O)c1ccccc1)c1nc(-c2ccc(OC)cc2)cs1	i	i	-2	i	i	i	-9	i	i	-2	i
O=C(NCc1nnnn1-c1cccc(F)c1)c1ccc(S(=O)(=O)N2CCOCC2)cc1	i	i	0	i	i	i	-12	i	i	0	i
N#Cc1sc2nc(C3CC3)cc(-c3ccccc3)c2c1N	i	i	-1	i	i	i	-6	i	i	0	i

Some entries already given, showing only hERG protect.
compound	hERG protect
CCCNc1c(NS(=O)(=O)c2cccc(C#N)c2)c(=O)oc2ccccc12	-1
COCCCN(C(=O)c1ccccc1)c1nc(-c2ccc(OC)cc2)cs1	-9
O=C(NCc1nnnn1-c1cccc(F)c1)c1ccc(S(=O)(=O)N2CCOCC2)cc1	-12

Going on with the list:
SMILES	TRPC4 block	KCNK9 block	DYRK1A inh	KCNK3 inh	KCNQ1 block	TRPC4 act	hERG protect	TRPC4 PAM	PolyA inh	Platelet DG rel	KCNQ1 act
COc1ccccc1C(=O)Nc1nnc(S(=O)(=O)N2CCC(C)CC2)s1	i	i	1	i	i	i	-8	i	i	2	i
CC12CC3CC(C)(C1)CC(C(=O)NCc1ccco1)(C3)C2	i	i	-5	i	i	i	-8	i	i	-2	i
CC1CCN(C(=O)CCNC(=O)c2ccccc2)CC1	i	i	0	i	i	i	-9	i	i	-4	i
CC(=O)n1cc([C@@H]2C=C(C(=O)N3CCN(Cc4ccccc4)CC3)O[C@H](OCc3ccc(CO)cc3)C2)c2ccccc21	i	i	8	i	i	i	-16	i	i	0	i
CCCn1cc(SCC(N)=O)c2ccccc21	i	i	4	i	i	i	-9	i	i	-1	i
CCCCN(CC)CCCNC(=O)c1cn(CC(C)C)c(=O)c2c1c1ccccc1n2C	i	i	-1	i	i	i	-8	i	i	1	i
CCOC(=O)C1(CC2CCCCO2)CCN(C(=O)Nc2ccccc2)CC1 (stereo unspecified)	i	i	3	i	i	i	-6	i	i	0	i
COc1cc(/C=N/NS(=O)(=O)c2ccc(C)cc2)ccc1OCc1ccc(C(=O)O)cc1	i	i	-6	i	i	i	-10	i	i	-6	i
CC(C)(C)/C(COc1ccccc1[N+](=O)[O-])=N/O	i	i	-1	i	i	i	-14	i	i	-3	i
O=C(CCNC(=O)c1ccc(Br)o1)NC1CCCC1	i	i	8	i	i	i	-6	i	i	-4	i
Cc1ccc(O)c(-c2cc(C(=O)Nc3ccc(S(=O)(=O)Nc4nc(C)cc(C)n4)cc3)[nH]n2)c1	i	i	11	i	i	i	-8	i	i	18	i
COCCN(C(=S)Nc1ccccc1OC)C(C)c1cccs1 (stereo unspecified)	i	i	0	i	i	i	-8	i	i	-7	i
COc1ccc2nc(NC(=O)c3ccc(F)cc3)sc2c1	i	i	1	i	i	i	-3	i	i	3	i
NNc1ccc(S(=O)(=O)N2CCCCC2)cn1	i	i	15	i	i	i	-5	i	i	-1	i
O/N=C/c1cccn1-c1ccc(O)cc1	i	i	21	i	i	i	-19	i	i	8	i
C(=N/Nc1cc(N2CCOCC2)nc(N2CCOCC2)n1)/c1ccccc1	i	i	-4	i	i	i	-17	i	i	5	i
